# OXTR ag = agonists of human oxytocin receptor. P30559. CHO-OTR cells, Fluo-8 calcium fluorescence; normalized: DMSO 0%, oxytocin 100%. activation, % at 3 µM. 320,000 tested, 0.32% active;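 active = activation above the mean of all tested compounds plus 3 SD, cutoff set per screening run, cut at about 20% in these data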;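 note: peak over basal fluorescence ratio from a 100 s FLIPR kinetic read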
# Target sequence (P30559 whole entry, looked up): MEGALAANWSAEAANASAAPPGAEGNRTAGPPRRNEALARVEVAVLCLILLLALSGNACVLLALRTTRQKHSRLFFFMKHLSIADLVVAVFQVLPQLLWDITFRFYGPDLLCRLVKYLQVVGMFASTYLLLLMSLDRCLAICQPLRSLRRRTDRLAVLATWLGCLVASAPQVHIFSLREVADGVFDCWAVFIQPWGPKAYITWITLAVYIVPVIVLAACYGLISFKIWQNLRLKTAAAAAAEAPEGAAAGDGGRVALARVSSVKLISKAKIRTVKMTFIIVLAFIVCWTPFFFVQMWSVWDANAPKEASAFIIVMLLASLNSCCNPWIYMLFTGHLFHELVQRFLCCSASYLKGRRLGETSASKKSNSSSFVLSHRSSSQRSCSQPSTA
# IMP-1 inh = inhibitors of Pseudomonas aeruginosa IMP-1 metallo-beta-lactamase | 290,000 tested, 0.45% active | inhibition, % at 5.6 µM | purified IMP-1, nitrocefin hydrolysis, epi-absorbance fluorescence;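 active = inhibition above the mean plus 3 SD of all compounds in the same screening run, cut at about 4.5% in these data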;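 note: 0% = IMP-1 with DMSO and 100% = DMSO wells lacking enzyme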
#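 system = purified recombinant IMP-1 beta-lactamase | amount = 0.2 nM IMP-1, as dispensed | medium = HEPES buffer pH 7.1 with ZnSO4 and Brij 35 | times = 25 °C, 15 min preincubation, 25 min reaction | detection = plate fluorescence quenching by hydrolysis product, ex 480/em 530 nm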
# V1R ag counter = counter-screen for oxytocin receptor agonists: human V1a receptor agonists; CHO-V1R cells, Fluo-8 calcium fluorescence, agonist mode; 0% DMSO, 100% 3 nM vasopressin; 320,000 tested, 0.25% active; P37288; activation, % at 3 µM; AID 2797;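 active = activation above the mean activation of all tested compounds plus 3 SD, per screening run, cut at about 20% in these data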;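 note: signal is peak over basal fluorescence ratio across a 100 second FLIPR read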
# Target sequence (P37288 whole entry, looked up): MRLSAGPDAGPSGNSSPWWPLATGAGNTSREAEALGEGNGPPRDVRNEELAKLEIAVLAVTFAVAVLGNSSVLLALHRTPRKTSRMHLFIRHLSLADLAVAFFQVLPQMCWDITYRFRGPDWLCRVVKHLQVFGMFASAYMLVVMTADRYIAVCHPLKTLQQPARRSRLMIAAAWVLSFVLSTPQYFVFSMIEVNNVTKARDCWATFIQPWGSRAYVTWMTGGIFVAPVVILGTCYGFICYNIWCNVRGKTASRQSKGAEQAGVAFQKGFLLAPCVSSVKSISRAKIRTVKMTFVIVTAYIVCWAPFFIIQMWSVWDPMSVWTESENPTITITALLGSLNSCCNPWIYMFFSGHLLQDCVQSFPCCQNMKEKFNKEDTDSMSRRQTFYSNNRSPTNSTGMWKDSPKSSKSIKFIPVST
# GalR3 antag = antagonists of human GalR3 | HEK293 GalR3-CNG cAMP membrane potential fluorescence; galR3 body fused to GalR1 C-terminus | inhibition, % at 3 µM | 360,000 tested, 0.44% active;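 active = inhibition above the screen-wide average plus 3 SD, cut at about 13% in these data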;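 note: forskolin and galanin both at EC90 stimulate the cells; cAMP rise reported by CNG channel membrane potential dye signal; 0% = forskolin plus galanin with DMSO and 100% = forskolin alone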
# FID counter = fluorescent intercalator displacement, NS3 helicase counter-screen; inhibition, % at 7.9 µM; 290,000 tested, 0.17% active; AID 1845; DNA fluorescent intercalator displacement, fluorescence; in the data active = inhibition above about 37%;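 note: 0% = vehicle and 100% = reference compound; higher means more ethidium bromide displaced from hairpin DNA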
# PHOSPHO1 inh = inhibitors of human PHOSPHO1 phosphatase; recombinant PHOSPHO1, absorbance phosphatase assay; inhibition, % at 13.3 µM; 290,000 tested, 1.1% active; in the data active = inhibition above about 60%
# Target sequence (Q8TCT1 whole entry, looked up): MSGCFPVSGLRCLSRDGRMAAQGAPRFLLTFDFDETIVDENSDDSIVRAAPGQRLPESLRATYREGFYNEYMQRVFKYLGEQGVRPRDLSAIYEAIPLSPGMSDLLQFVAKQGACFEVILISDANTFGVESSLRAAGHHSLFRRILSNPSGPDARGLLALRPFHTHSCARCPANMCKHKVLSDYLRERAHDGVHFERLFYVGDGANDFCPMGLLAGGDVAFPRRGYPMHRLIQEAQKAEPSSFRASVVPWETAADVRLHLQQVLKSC
# GPR7 antag = antagonists of human GPR7 (neuropeptides B/W receptor 1); P48145; GPR7-expressing cells, fluorescence antagonist assay; inhibition, % at 4.4 µM; 290,000 tested, 1.1% active; AID 1861; in the data active = inhibition above about 16%, passing the limit was not always enough;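 note: cells stimulated with the agonist NPW; 0% = agonist with vehicle and 100% = vehicle without agonist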
# HCV NS3 hel inh = blocks Hepatitis C virus NS3 helicase unwinding. 290,000 tested, 0.56% active. NS3 helicase DNA unwinding, Cy5 molecular beacon fluorescence. inhibition, % at 10.9 µM. AID 1800;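 active = inhibition above the mean of all tested compounds plus 3 SD, set per campaign, cut at about 35% in these data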;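 note: 0% = DMSO wells and 100% = thioflavine S control wells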
#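 Test system: hepatitis C virus NS3 helicase domain fragment enzyme. Also added: annealed dual-labelled DNA beacon duplex, ATP-started. Timing: 60 min unwinding reaction at 25 °C after ATP addition. Technique: Cy5 fluorescence. Measure: % inhibition of unwinding.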
# VIM-2 inh = inhibitors of Pseudomonas aeruginosa VIM-2 metallo-beta-lactamase; inhibition, % at 5.6 µM; 290,000 tested, 0.89% active; purified VIM-2, nitrocefin hydrolysis, epi-absorbance fluorescence;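 active = inhibition above the mean of all tested compounds plus 3 SD, cutoff set per screening run, cut at about 7.5% in these data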;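 note: red hydrolysis product quenches plate fluorescence so inhibitors raise well fluorescence; 0% = enzyme with DMSO and 100% = DMSO without enzyme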
# An asterisk follows results filed as active; nt = not tested or not shown.
compound	HCV NS3 hel inh	OXTR ag	IMP-1 inh	GalR3 antag	VIM-2 inh	PHOSPHO1 inh	FID counter	V1R ag counter	GPR7 antag
CC1CCN(CCCNC(=O)c2ccc3c(Cl)c4c(nc3c2)CCCC4)CC1	-37	-0.2	-0.7	-3	11*	14	18	-0.8	-10
Cc1ccc(N2CC(C(=O)Nc3nnc(SCC(=O)N4CCOCC4)s3)CC2=O)cc1 (stereo not given)	-5	-0.4	-1.8	-5	-1.3	34	-39	1.1	-2
CC(C)COc1ccc(CNC(=S)NCc2ccccc2)cc1	-20	-1.3	-3.2	-12	-4.4	38	-15	5.2	-3
O=C(Nc1ccccc1C(=O)N/N=C/c1ccc(F)cc1)c1ccccc1Br	11	-0.5	-1.1	1	-0.2	22	-10	0.8	-3
COc1cc(NC(=S)NC(C)(C)C)c(OC)cc1Cl	-2	-2.5	-3.0	-4	-3.8	30	0	-1.9	-4
Cc1ccc(S(=O)(=O)NC(=O)c2cc(C)n(-c3ccccc3)c2C)cc1	8	0.2	0.2	-3	-0.2	11	-26	0.8	0
CCCCOc1c(Br)cc(CNCCCN2CCOCC2)cc1OC	-46	4.0	-2.5	-13	-1.8	39	31	1.4	-2
CCCCNCCOCCOc1ccc(C)cc1[N+](=O)[O-]	-4	0.1	2.5	-2	-1.3	10	16	-0.3	-5
O=C(NC1CCCCC1)c1ccc(Br)o1	-6	-0.8	-3.6	0	-1.9	11	-1	-0.3	-16
COc1cc(N/N=C/c2ccc(N(C)C)cc2)ncn1	-11	-1.2	-3.6	-4	-1.0	37	4	-0.1	-1
N#Cc1ccccc1N=Cc1ccc(Br)cc1	-6	-0.3	-3.8	-5	-4.6	15	-1	1.3	-7
Nc1nnc(-c2ccc(Cl)cc2)o1	4	-1.2	-1.6	-4	-0.4	-15	-1	-0.7	-16
CCc1ccccc1OCC(=O)OCC(=O)N1CC(=O)Nc2ccccc21	1	-1.0	-1.2	-5	-4.2	24	-15	0.0	-4
CCCCNC(=S)N/N=C/C1=CCC2CC1C2(C)C (stereo not given)	-5	-2.4	-0.1	-9	-0.4	-8	-9	-1.0	-17
COC(=O)Cc1[nH]n(-c2nc3ccccc3s2)c(=O)c1C(C)=Nc1ccc(Cl)cc1	16	-0.1	-2.1	2	-0.3	32	-13	1.3	10
COc1ccc(NC(=O)CN(C)C(C)C(=O)NC(=O)NC2CCCCC2)cc1 (stereo not given)	3	-0.5	0.4	-2	-0.2	37	-13	1.8	13
CCC(C)NC(=O)Cn1cccc1C(=O)c1ccccc1 (stereo not given)	1	-0.9	-0.9	-4	-1.6	2	-1	0.3	5
Cc1cccc2c3c([nH]c12)CCN(C)C3	12	0.6	0.2	-12	0.3	28	10	1.4	3
COc1ccc(Cc2nc3ccc(C(=O)N4CCOCC4)cc3o2)cc1	12	-0.7	-2.9	3	-2.6	37	-20	1.6	-10
O=C(Nc1nnc(-c2ccc3c(c2)CCCC3)o1)C1COc2ccccc2O1 (stereo not given)	31	2.5	-3.4	1	-1.5	9	-31	1.2	-2
CCOC(=O)N1CCN(c2nc(-c3ccco3)cc(C(F)(F)F)n2)CC1	6	-1.8	-3.6	-5	-3.6	41	-1	-0.7	-3
CN(C)S(=O)(=O)c1ccc(C(=O)Nc2ccccc2OC(F)(F)C(F)F)cc1	-8	5.1	-5.8	nt	-2.7	13	-11	4.3	-9
CC(C)(C)NC(=O)CSc1nnc(-c2ccccc2)c(-c2ccccc2)n1	0	-1.7	-3.1	nt	-0.9	34	-31	-2.2	-1
CCCn1c(SCC(=O)c2ccc3c(c2)OCCO3)nc2c1c(=O)n(C)c(=O)n2C	-1	nt	-3.5	-3	-2.4	25	-2	nt	-4
COc1cc(CNC(C)c2ccccc2)cc(Br)c1OCc1ccc(F)cc1 (stereo not given)	-61	7.8	-2.9	-10	-1.8	15	30	5.0	-4
O=C(CSc1nnc2ccccn12)NNC(=O)c1ccc(Cl)cc1	1	6.1	-2.9	-3	-4.1	-18	-8	-0.2	-2
Cc1ccc(NC(=O)CC(NCC2CCCO2)C(=O)O)cc1C (stereo not given)	21	0.8	-4.8	8	-2.6	-20	-1	0.9	-11
CN(C)/C=N/c1ncc(C(=O)OC(C)(C)C)s1	3	0.6	0.2	-2	1.8	53	-4	1.1	-12
CC1(C)OC(=O)N(c2ccccc2)C12C=Cc1cc(Br)ccc1O2 (stereo not given)	-5	-1.4	-1.5	-6	-3.8	1	-24	-0.3	11
Cc1cc2nncn2c2ccccc12	-12	1.6	-4.4	-4	0.9	12	0	0.7	-13
CCN(CC)C(=O)Cn1c(=O)n(CCCCCC(=O)Nc2ccccc2)c(=O)c2sccc21	9	-1.0	-0.8	-2	-3.6	8	-4	0.2	-1
COC(=O)c1ccc(C2/C(=C(/O)c3ccc4c(c3)CC(C)O4)C(=O)C(=O)N2CCN2CCOCC2)cc1 (stereo not given)	11	0.4	-4.1	-3	-2.0	12	-63	0.8	-1
Cc1ccnc(NC(=O)CCC2COc3ccccc3O2)c1 (stereo not given)	-6	-0.5	-4.4	0	-3.2	-25	-7	-0.9	2
COc1ccccc1C(c1nnnn1CC1CCCO1)N1CCN(c2ccccc2)CC1 (stereo not given)	8	-1.2	-2.2	-3	-7.1	29	-23	-0.1	1
CN(C)c1nc(NCc2ccccc2)nc(N/N=C/c2cccc(Br)c2)n1	-52	-0.6	-2.7	-9	-3.3	28	-9	-0.4	-8
COc1cc(NS(=O)(=O)c2ccc(NS(=O)(=O)c3ccc(NC(C)=O)cc3)cc2)nc(OC)n1	0	0.5	-2.0	-8	-2.4	28	-1	0.0	-6
COc1ccc(/C(CC2(O)C(=O)Nc3ccccc32)=N\O)cc1 (stereo not given)	1	0.0	-2.3	-1	-2.0	-14	-3	0.5	-2
CC12CN3CC(C)(CN(C1)C3c1ccc(Cl)cc1)C2 (stereo not given)	-11	-0.3	-1.2	-1	-1.4	25	-5	-0.3	-13
COc1ccccc1NC(=O)CSc1nc(N)c(-c2ccccc2)c(=O)[nH]1	-8	0.2	-1.1	46*	-0.3	18	-9	0.0	-24
Cc1nc2cc(C(=O)NCc3cccnc3)ccc2n1-c1ccc(F)cc1F	2	1.6	-2.2	-4	1.6	-25	-20	1.9	6
COc1ccc(S(=O)(=O)N2CCCC(C(=O)N3CCOCC3)C2)cc1OC (stereo not given)	-7	1.7	-5.3	4	-2.5	11	-7	1.8	1
O=C(c1ccc(S(=O)(=O)N2CCOCC2)cc1)N1CCCc2ccccc21	-14	0.1	-0.6	-5	-1.6	-4	-14	-0.2	-3
COC(=O)CCNC(=O)c1ccc2nc(Cc3ccc(OC)c(OC)c3)oc2c1	3	1.5	-1.9	-10	-0.8	50	-20	2.2	13
O=C(COC(=O)c1ccc(S(=O)(=O)N2CCCC2)cc1)NCc1ccco1	2	-0.1	-1.2	-4	-1.9	20	-12	0.5	-5
C=CCNC(=O)C1CC(=O)N(c2ccc(Br)cc2)C1 (stereo not given)	0	1.6	-2.5	-1	-1.2	17	0	-0.1	10
CC(=O)C(Sc1ccc2nnc(-c3cccnc3)n2n1)C(C)=O	2	0.2	-3.4	-2	3.4	-7	2	-0.1	-15
COc1ccccc1N(CC(=O)NC1CCCCC1)S(=O)(=O)c1cccs1	3	-2.0	-1.4	-4	-1.8	25	-28	-0.5	-1
Cn1c(COc2ccccc2)nnc1SCC(=O)c1cccc([N+](=O)[O-])c1	2	-1.4	-2.4	0	0.1	8	2	0.2	-4

# One compound at a time, from the list above:
# COc1ccc(/C(CC2(O)C(=O)Nc3ccccc32)=N\O)cc1 (stereo not given) as listed: HCV NS3 hel inh = 1; OXTR ag = 0.0; IMP-1 inh = -2.3; GalR3 antag = -1; VIM-2 inh = -2.0; PHOSPHO1 inh = -14; FID counter = -3; V1R ag counter = 0.5; GPR7 antag = -2
# Cn1c(COc2ccccc2)nnc1SCC(=O)c1cccc([N+](=O)[O-])c1 as listed: HCV NS3 hel inh = 2; OXTR ag = -1.4; IMP-1 inh = -2.4; GalR3 antag = 0; VIM-2 inh = 0.1; PHOSPHO1 inh = 8; FID counter = 2; V1R ag counter = 0.2; GPR7 antag = -4

# Continued:
compound	HCV NS3 hel inh	OXTR ag	IMP-1 inh	GalR3 antag	VIM-2 inh	PHOSPHO1 inh	FID counter	V1R ag counter	GPR7 antag
CCCCCOC(=O)C1=C(C)Nc2nnnn2C1c1ccc(OC)c(OC)c1OC (stereo not given)	4	-1.7	-0.1	-4	-3.8	12	-32	-0.5	-11
CC(C)n1nnnc1SCC(=O)Nc1ccc2c(c1)OCO2	1	-1.1	-3.9	0	-2.9	-6	0	1.0	-2
Cc1ccc(-n2c([S-])c(C(=O)Nc3ccc(OC(F)F)cc3)[n+]3ccc(C(=O)NCCO)cc23)cc1C	-22	0.6	-3.3	-1	-3.0	-98	5	0.2	-11
CC(C)c1ccc(CN2CCSCC2)cc1	14	-1.5	0.5	-11	0.0	nt	2	0.2	-8
O=c1[nH]c(S)c(/C=C2\C=Nc3ccccc32)s1	4	-1.5	-4.2	-1	-2.6	-17	2	0.3	-4
CC(=O)N1CCC(N2CCN(Cc3ccc(C)cc3)C(CCO)C2)CC1 (stereo not given)	-9	-0.1	-2.8	-2	-3.0	15	1	0.9	3
Cc1cccc(NC(=O)CN2C(=O)N/C(=C/c3ccc(C)s3)C2=O)c1	9	3.0	-1.8	1	-1.8	-12	0	4.4	-12
O=C(CSc1nc(-c2ccccc2)c(-c2ccccc2)o1)Nc1nncs1	-2	-2.1	-2.5	1	-3.1	-2	-4	6.9	18
CCCn1nnnc1NCc1ccc(C(C)C)cc1	1	-0.3	-4.1	-11	-2.8	24	-16	1.2	-13
Cc1cc(C)cc(OCc2ccc(C(=O)NC3CCOC3=O)o2)c1 (stereo not given)	10	1.0	-2.5	8	-2.3	-5	-8	0.4	-16
Brc1ccccc1-n1nnc(-c2ccnc3ccccc23)n1	8	3.4	-1.0	-6	-3.4	18	-5	3.2	1
COc1cc(CNCCNC(=O)c2cccs2)cc(OC)c1OC	-24	-0.1	-3.0	-5	-3.5	-7	10	-0.4	-5
CCCc1[nH]nc2c1C(c1cccc(OC)c1)C(C#N)=C(N)O2 (stereo not given)	3	-0.8	-1.8	2	3.3	-10	-3	0.0	-5
C=C(C)Cn1c(SCC(=O)O)nc2c1c(=O)[nH]c(=O)n2C	-2	0.5	-1.9	nt	0.4	-7	0	0.4	2
COc1ccc(OCc2cc(C(=O)O)c(C)o2)cc1	7	-0.1	-2.5	nt	-0.5	12	-3	0.3	-13
CN(Cc1cnccn1)Cc1nc(Cc2ccccc2Cl)no1	11	0.9	-2.7	-4	-4.3	33	0	0.9	-3
CC(C)Oc1ccc(CNC(=O)CCC(=O)N2CC(C)Sc3ccccc32)cc1 (stereo not given)	-5	0.6	-7.1	-3	-1.4	-4	-56	0.9	-8

# Screening results: PubChem BioAssay, several laboratories
